# Growth percent in the NCI-60 one-dose screen (48 h, 10 µM unless noted): 100 = growth as untreated, 0 = no growth, -100 = all killed.
# OVCAR-3: OVCAR-3 ovarian cancer | hit rate 7% among 79,000 | AID 1794787
# OVCAR-4: OVCAR-4 ovarian cancer cells; hit rate 3.7% among 80,000; AID 1794784
# SF-295: SF-295 CNS cancer cells. hit rate 5.6% among 79,000
# U251: U251 CNS tumor cells; hit rate 5.4% among 80,000; AID 1794753
# PC-3: PC-3 prostate cancer cells. hit rate 3.9% among 80,000
# OVCAR-8: OVCAR-8 ovarian cancer; hit rate 4.4% among 81,000; AID 1794782
# SK-OV-3: SK-OV-3 ovarian cancer cells | hit rate 3.2% among 80,000 | AID 1794785
# OVCAR-5: OVCAR-5 ovarian cancer; AID 1794783; hit rate 2.9% among 82,000
# DU-145: DU-145 prostate cancer | AID 1794760 | hit rate 4.2% among 81,000
# Numbers without * were called inactive; / = not tested or not shown; & = joins results of further samples; [ ] = another dose, or the depositor's remark. Rule for the calls: active = growth percent below 10; inactive = the rest. Not all compounds are listed; rates above refer to the full screens.
# The line under a structure holds: OVCAR-3	OVCAR-4	SF-295	U251	PC-3	OVCAR-8	SK-OV-3	OVCAR-5	DU-145
1) CCN(CC)c1ccc2c(c1)OC(N)=C(C#N)C2c1cc(OC)c2c(c1)OCO2 (stereo not drawn)
  -31*	44	17	13	31	18	9.7*	52	-3.7*
2) COc1ccc2c3c([nH]c2c1)C(C)=NCC3
  82	93	92	98	89	110	110	101	93
3) O=[N+]([O-])CC(O)C(Cl)(Cl)Cl (stereo not drawn)
  116	94	102	99	95	116	100	94	117
4) O=C1c2ccccc2-c2cc3ccccc3cc21
  94	87	92	94	83	97	99	109	121
5) O=C(NC(O)C(Cl)(Cl)Cl)c1ccccc1O (stereo not drawn)
  109	103	111	100	104	102	110	108	107
6) CCOC(=O)CCC(NC(=O)C(Cc1ccc(N(CCCl)CCCl)cc1)NC=O)C(=O)OCC (stereo not drawn)
  -17*	61	22	48	72	44	135	43	36
7) c1ccc2c(CN3CCOCC3)c[nH]c2c1
  104	100	97	83	78	93	93	105	106
8) N[C@@H](C[C@@H]1CC(Br)=NO1)C(=O)O
  111	100	87	99	82	103	93	102	109
9) C=CCCCN=C=S
  58	89	92	80	87	90	71	87	60
10) CCOP(=O)(OCC)OCc1ccc(C)cc1C
  104	107	97	97	78	105	86	97	109
11) ClCCN(CCCl)c1nc(Cl)c(C2CC(c3ccccc3)=NN2c2ccccc2)s1 (stereo not drawn)
  100	87	99	86	76	90	83	100	100
12) C[C@H]1[C@H](OC(=O)CCC(=O)N(CCCc2cn(-c3cc4ccc(O)cc4oc3=O)nn2)CCNc2ccnc3cc(Cl)ccc23)O[C@@H]2OC3(C)CC[C@H]4[C@H](C)CC[C@@H]1[C@@]24OO3
  50	60	59	61	40	31	96	52	83
13) ClCCN1c2ccccc2Sc2c1ccc1ccccc21
  /	103	96	96	75	98	110	102	105
14) CCOC(=O)[C@@H](C)C[C@H](Cc1ccccc1)NC(=O)c1nc([C@@H](C[C@H](C(C)C)N(C)C(=O)[C@@H](NC(=O)[C@H]2CCCCN2C)C(C)C)OC(C)=O)sc1CCOCc1ccccc1
  -53*	15	-34*	-32*	5.7*	-19*	-3.4*	6.6*	-27*
15) CCCCN(CCCC)CC(C)(O)c1ccccc1 (stereo not drawn)
  120	113	102	92	99	99	102	101	110
16) Cc1cccc(CC(c2cccc(C)c2)N(C)C)c1 (stereo not drawn)
  112	107	128	104	90	109	102	99	112
17) CCCCCN(CCCCC)CC(O)c1ccc(Cl)c(Cl)c1 (stereo not drawn)
  97	102	78	92	92	98	110	98	103
18) O=[N+]([O-])C(Br)(CO)CO
  110	112	102	97	104	103	99	102	125
19) COc1ccc(C(O)(C(=O)O)c2ccc(OC)cc2)cc1
  106	98	87	94	78	93	99	103	104
20) C#Cc1cccc(NC(=O)C2CCCN(S(=O)(=O)F)C2)c1 (stereo not drawn)
  113[8.25 µM]	101[8.25 µM]	97[8.25 µM]	98[8.25 µM]	102[8.25 µM]	101[8.25 µM]	99[8.25 µM]	98[8.25 µM]	110[8.25 µM]

# Sorted by molar mass (falling): part of the list above
# The line under a structure holds: OVCAR-3	OVCAR-4	SF-295	U251	PC-3	OVCAR-8	SK-OV-3	OVCAR-5	DU-145
14) CCOC(=O)[C@@H](C)C[C@H](Cc1ccccc1)NC(=O)c1nc([C@@H](C[C@H](C(C)C)N(C)C(=O)[C@@H](NC(=O)[C@H]2CCCCN2C)C(C)C)OC(C)=O)sc1CCOCc1ccccc1
  -53*	15	-34*	-32*	5.7*	-19*	-3.4*	6.6*	-27*
13) ClCCN1c2ccccc2Sc2c1ccc1ccccc21
  /	103	96	96	75	98	110	102	105
19) COc1ccc(C(O)(C(=O)O)c2ccc(OC)cc2)cc1
  106	98	87	94	78	93	99	103	104
16) Cc1cccc(CC(c2cccc(C)c2)N(C)C)c1 (stereo not drawn)
  112	107	128	104	90	109	102	99	112
18) O=[N+]([O-])C(Br)(CO)CO
  110	112	102	97	104	103	99	102	125

# Values by screen from the entries so far.
# Entries 8 to 18 in OVCAR-8, in turn: 103, 90, 105, 90, 31, 98, -19*, 99, 109, 98, 103
# Entries 8 to 18 in OVCAR-5, in turn: 102, 87, 97, 100, 52, 102, 6.6*, 101, 99, 98, 102
# Entries 8 to 18 in SF-295, in turn: 87, 92, 97, 99, 59, 96, -34*, 102, 128, 78, 102

# At a glance, 2 of the compounds above.
# The line under a structure holds: OVCAR-3	OVCAR-4	SF-295	U251	PC-3	OVCAR-8	SK-OV-3	OVCAR-5	DU-145
16) Cc1cccc(CC(c2cccc(C)c2)N(C)C)c1 (stereo not drawn)
  112	107	128	104	90	109	102	99	112
17) CCCCCN(CCCCC)CC(O)c1ccc(Cl)c(Cl)c1 (stereo not drawn)
  97	102	78	92	92	98	110	98	103

# New compounds follow
# The line under a structure holds: OVCAR-3	OVCAR-4	SF-295	U251	PC-3	OVCAR-8	SK-OV-3	OVCAR-5	DU-145
21) CC(=O)O[C@H]1CCC2C3CCC4=C/C(=N/O)CCC4(C)C3CCC21C (stereo partly drawn)
  107	/	/	83	94	99	104	100	93
22) COc1cc(/C=C/[N+](=O)[O-])cc(OC)c1
  -30*	48	47	-51*	-25*	14	72	14	-63*
23) COc1cc([N+](=O)[O-])c(N)c([N+](=O)[O-])c1
  106	95	106	107	100	102	128	118	115
24) Nc1cccc(CCCCc2ccc(Cl)c(S(=O)(=O)F)c2)c1
  110	99	/	108	113	113	109	96	108
25) C[C@]12CC[C@H](OC3OC(O)C(O)C(O)C3O)C=C1CCC1C2CC[C@]2(C)[C@@H](c3ccc(=O)oc3)CC[C@]12O (stereo partly drawn)
  -99*	-42*	-78*	104	-12*	110	-94*	/	-100*
26) CC(C)(C)c1ccc(OP(=O)(Oc2ccccc2)Oc2ccc(C(C)(C)C)cc2)cc1
  90	82	97	80	75	94	91	110	110
27) C=C(C)C1(CCCC)C(=O)NC(=S)NC1=O
  104&104	95&91	105&106	94&99	97&96	96&103	107&95	102&94	102&98
28) NNc1nc2nc(N)nc(N)n2n1
  109	109	104	107	105	104	112	105	106
29) CNC(C)(C)Cc1ccc(Cl)cc1
  109	107	101	93	87	91	98	100	110
30) CC1=C(CO)C2=C(C)C3(CC3)[C@@](C)(O)C(=O)C2=C1
  -1.5*	/	-8.2*	2.6*	-19*	/	16	14	-20*
31) CCCC(C)SP(=S)(SC(C)CCC)SC(C)CCC (stereo not drawn)
  99	110	101	103	100	107	108	112	108
32) CC1=C(CCC=O)C2=C(C)C3(CC3)[C@@](C)(O)C(=O)C2=C1
  -78*	-97*	-64*	-100*	-41*	-73*	-62*	-96*	-100*
33) Cc1cc2c(C(=O)OC(C)C)nn(Cc3ccccc3)c2cc1C
  110	110	104	97	99	110	101	90	102
34) CNP(=O)(NC)NC
  114	110	103	103	102	113	103	103	117
35) Nc1ccc(Br)cc1
  123	108	99	103	80	106	108	74	94
36) CC(C)c1cc(Br)cc(C(C)C)c1OCCN(C)C
  105	92	88	94	88	99	91	81	/
37) c1ccc2c(c1)ccc1oc3ccc4ccccc4c3c12
  106	113	99	109	93	102	138	106	111
38) Nc1cccc2c1Cc1cc([N+](=O)[O-])ccc1-2
  106	102	108	89	98	91	93	95	104
39) COc1ccc(CC2=NCCc3cc(OC)c(OC)cc32)cc1OC
  102&92	87&97	73&59	96&85	79&84	100&99	99&92	80&88	115&98
40) Cc1ccc(S(=O)(=O)n2cc(C=C3C(=O)NC(=O)NC3=O)c3ccccc32)cc1
  88	92	109	101	/	95	89	95	99
41) CC[N+](C)(CC)CCOC(=O)C(O)(c1ccccc1)c1ccccc1
  99	110	116	95	95	101	104	118	102
42) COP(=O)(CC(F)(F)C(F)(F)F)OC
  -3.4*	-13*	100	82	69	-76*	118	69	9.7*
43) O=C(CBr)c1c[nH]c(=O)[nH]c1=O
  116	98	101	97	92	97	107	102	120
44) O=c1oc2cc(Br)ccc2n1SC(Cl)(Cl)Cl
  117	98	103	104	103	105	101	101	113
45) CCCCNP(=O)(N1CC1)N1CC1
  101	107	/	95	84	95	104	92	104
46) ClC1CCCCC1Cl (stereo not drawn)
  122	116	116	105	85	104	104	132	123
47) CCSP(=S)(SC)SCC
  103	98	102	102	99	103	99	98	102
48) CCN=C=S
  107	95	90	93	81	100	102	102	115
49) Nc1cc2ccccc2cc1O
  91	92	109	100	84	96	90	112	104
50) O=C1NC(=S)NC(=O)C1=Cc1cccc([N+](=O)[O-])c1
  119	113	103	99	93	109	/	94	121
51) C[C@]12CCc3nc(-c4ccc(C(F)(F)F)cc4)sc3C1=CC[C@@H]1[C@@H]2CC[C@]2(C)C(=O)CC[C@@H]12
  103	100	95	77	78	99	97	89	104
52) CS/C(N)=N\N=C(/CF)C(=O)O
  113	96	98	106	96	111	108	109	121
53) CC12CCC(=O)C=C1C(O)CC1C2CCC2(C)C(O)CCC12 (stereo not drawn)
  103	104	105	97	95	105	115	108	102
54) C[N+]12CN3CN(CN(C3)C1)C2
  115	105	117	100	81	100	118	83	119
55) COC(=O)[C@@H](C)C[C@H](Cc1ccccc1)NC(=O)c1csc([C@@H](C[C@H](C(C)C)N(C)C(=O)[C@@H](NC(=O)CN(C)C)C2CC2)OC(C)=O)n1
  1.6*	54	13	13	26	20	42	56	3.4*
56) O=C(O)c1cc([N+](=O)[O-])cc([N+](=O)[O-])c1
  102	109	101	92	85	90	95	104	109
57) CCCCOP(=S)(N1CC1)N1CC1
  111	112	/	106	96	98	113	107	113
58) CCOc1ccc(Cc2nc3cc(C(=O)N(CC)CC)ccc3n2CC2CCCCC2)cc1
  107	105	107	94	99	96	94	99	104
59) O=[N+]([O-])c1cccc([As]=[As]c2cccc([N+](=O)[O-])c2)c1 (stereo not drawn)
  -96*	-99*	/	-96*	-85*	-70*	-100*	-85*	-100*
60) CN(C)CCc1ccccc1
  110	107	105	96	98	108	104	100	109
61) CN(C)CCCN1CC2CCCCC2C1 (stereo not drawn)
  107	111	100	97	100	97	106	107	107

# Bioassay records from PubChem.
